Jurkat NFkB inh – lowers PMA/ionomycin-induced NF-kB signal in Jurkat cells. PMA/ionomycin-induced NF-kB luciferase reporter, luminescence. inhibition, % at 4 µM. 330,000 compounds, 0.53% hits; in the data active means inhibition above about 50%
697 NFkB inh – inhibitors of the PMA/ionomycin-induced NF-kB reporter in 697 B cells; 697 B-cell NF-kB luciferase reporter, 16 h; inhibition, % at 4 µM; 330,000 compounds, 0.33% hits; AID 435022; in the data active means inhibition above about 35%
tim23-1 inh – inhibits growth of tim23-1 mutant yeast; S. cerevisiae tim23-1 growth, BacTiter-Glo luminescence, 24 h; inhibition, % at 20 µM; 330,000 compounds, 1.3% hits;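 active means growth inhibition of the mutant yeast at or above 50%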;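 further: temperature-sensitive mutant grown at 25 °C; plate controls were DMSO-treated mutant yeast for no effect and medium wells lacking yeast for full effect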
UPR CHOP act – activators of apoptotic arm of unfolded protein response (CHOP) | AID 449763 | 330,000 compounds, 0.34% hits | activation, % at 10 µM | CHO-CHOP luciferase reporter, UPR activation, luminescence; percent of tunicamycin response over DMSO baseline;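 active means at 10 µM dose, activation of 40% or more, normalized to positive control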;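 further: 100% = tunicamycin at 10 µg/mL and 0% = DMSO alone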
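System: CHO CHOP reporter cells. Amount: 500 cells per well. Buffer or medium: F12 medium, 10% FBS. Compound dosing: one dose, 10 µM in 0.5% DMSO. Incubation: 6 h compound exposure at 37 °C after overnight seeding. Technique: Steady-Glo luciferase luminescence. Benchmarks: tunicamycin and DMSO controls.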
Mdm2 MdmX PPI – disrupts the human Mdm2-MdmX interaction; O15151+Q00987; SaOS-2 split-luciferase Mdm2/MdmX complementation, luminescence; inhibition, % at 8 µM; 330,000 compounds, 3% hits; AID 485346;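 active means inhibition of at least 50% at 8 µM in the primary screen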
Target sequence (O15151 whole entry, looked up): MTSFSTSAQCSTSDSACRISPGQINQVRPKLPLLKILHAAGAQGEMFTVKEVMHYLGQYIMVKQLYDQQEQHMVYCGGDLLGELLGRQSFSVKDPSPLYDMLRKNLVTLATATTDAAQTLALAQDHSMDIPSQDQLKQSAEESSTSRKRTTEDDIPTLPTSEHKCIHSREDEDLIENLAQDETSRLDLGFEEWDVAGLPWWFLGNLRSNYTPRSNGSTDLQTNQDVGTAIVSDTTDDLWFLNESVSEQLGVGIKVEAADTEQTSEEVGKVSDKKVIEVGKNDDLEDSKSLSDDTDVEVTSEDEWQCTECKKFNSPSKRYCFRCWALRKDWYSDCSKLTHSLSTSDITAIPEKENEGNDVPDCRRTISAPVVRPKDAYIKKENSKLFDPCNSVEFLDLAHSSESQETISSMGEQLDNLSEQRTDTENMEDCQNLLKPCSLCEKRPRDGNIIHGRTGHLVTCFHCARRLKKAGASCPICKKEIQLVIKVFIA
Target sequence (Q00987 whole entry, looked up): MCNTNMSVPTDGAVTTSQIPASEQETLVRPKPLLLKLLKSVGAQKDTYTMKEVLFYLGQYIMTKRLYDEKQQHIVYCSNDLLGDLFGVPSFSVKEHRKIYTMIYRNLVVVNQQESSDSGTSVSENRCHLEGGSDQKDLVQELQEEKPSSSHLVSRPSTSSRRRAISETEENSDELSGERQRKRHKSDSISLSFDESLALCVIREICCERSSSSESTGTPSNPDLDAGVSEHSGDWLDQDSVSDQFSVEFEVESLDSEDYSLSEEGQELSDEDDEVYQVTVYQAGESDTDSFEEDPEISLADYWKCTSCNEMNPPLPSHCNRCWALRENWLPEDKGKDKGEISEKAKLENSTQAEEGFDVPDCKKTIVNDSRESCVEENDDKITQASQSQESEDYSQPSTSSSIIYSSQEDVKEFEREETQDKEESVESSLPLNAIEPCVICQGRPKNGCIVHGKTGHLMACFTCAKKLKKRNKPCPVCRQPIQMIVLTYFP
tim10-1 inh – tim10-1 yeast growth inhibition. 330,000 compounds, 2.2% hits. inhibition, % at 20 µM. S. cerevisiae tim10-1 ts strain growth, BacTiter-Glo, 24 h;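 active means inhibition of at least 40%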;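 further: mutant grown at 25 °C; 0% = DMSO wells with yeast and 100% = wells holding no yeast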
XBP1 UPR activ – activators of adaptive arm of unfolded protein response (XBP1). activation, % at 20 µM. CHO-XBP1 luciferase reporter, IRE1-XBP1 UPR activation, luminescence; percent of tunicamycin response, DMSO as zero. AID 463104. 330,000 compounds, 0.33% hits;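 active means versus positive control, 20 µM dose yields 30% or more activation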;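 further: 100% = tunicamycin at 10 µg/mL and 0% = DMSO only wells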
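Test system: CHO-XBP1 luciferase reporter cells | Buffer or medium: Serum-containing F12 medium, 10% FBS | Schedule: 6 h compound exposure at 37 °C, 5% CO2 | Detection: Steady-Glo luciferase glow luminescence, 10 min after reagent addition | Read-out basis: Activation, % of tunicamycin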
TIM10 inh – inhibits growth of TIM10 yeast strain; S. cerevisiae TIM10 strain growth, BacTiter-Glo luminescence, 24 h; inhibition, % at 10 µM; 330,000 compounds, 1.4% hits;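 active means inhibition of 40% or more at the single tested concentration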;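 further: wild-type TIM10 isogenic control strain grown at permissive 25 °C; 0% = DMSO yeast wells and 100% = minimal medium wells without yeast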
The depositor's hits bear a star.

item | SMILES | Jurkat NFkB inh | 697 NFkB inh | tim23-1 inh | UPR CHOP act | Mdm2 MdmX PPI | tim10-1 inh | XBP1 UPR activ | TIM10 inh
1 | CC1CCC(NC(=O)C2c3ccccc3C(=O)N2Cc2ccc3c(c2)OCO3)CC1 (centres undefined) | 12 | 10 | 9 | -1.9 | 7 | 16 | -2 | 0
2 | COc1cc(/C=C(\C#N)C(=O)N2CCOCC2)ccc1OCc1ccccc1 | -24 | 8 | 23 | 1.5 | -32 | 21 | 6 | 12
3 | CCN(CC)S(=O)(=O)c1ccc2[nH]c(=O)cc(C(=O)Nc3ccc(C)cc3)c2c1 | 8 | -4 | 0 | 0.1 | 18 | -1 | -3 | -7
4 | O=C1CCCC/C=C\C[C@H](CC(=O)N(CCO)Cc2ccccc2)C(=O)N[C@@H](Cc2ccccc2)CO1 | 8 | 10 | 9 | -0.4 | 36 | 7 | -1 | 8
5 | CN1C(=O)N(CC(=O)N2CCN(S(=O)(=O)Cc3ccccc3)CC2)C(=O)C12CCCCC2 | -9 | -14 | 8 | 1.4 | 17 | 1 | 0 | 7
6 | CC(NC(=O)c1cc2cc(Br)ccc2oc1=N)c1ccccc1 (centres undefined) | 5 | 9 | 50 | 9.2 | 32 | 22 | 4 | 19
7 | CN(CC(=O)Nc1ccccc1Cl)C(=O)CN1C(=O)NC(c2ccccc2)(c2ccccc2)C1=O | -8 | 3 | 1 | -0.6 | -12 | 4 | 0 | 7
8 | CCCOc1ccc2cc(-c3ccccn3)c(=O)oc2c1 | -21 | -55 | 19 | -9.3 | 18 | 11 | -6 | 8
9 | CCc1ccc(N=C2NC(=O)CS2)cc1 | 14 | 2 | 17 | 0.3 | 15 | 9 | -2 | 5
10 | COc1ccccc1CCNC(=O)C(=O)NCC1OCCN1S(=O)(=O)c1cc(F)ccc1F (centres undefined) | -10 | -4 | 22 | -1.7 | 41 | 17 | -2 | 9
11 | C#CC[N+]1(CC#Cc2ccc(C#CC[N+]3(CC#C)CCOCC3)cc2)CCOCC1 | 5 | -2 | -3 | -0.8 | -21 | -18 | 1 | -8
12 | COc1ccc2c(c1)Sc1ccccc1N2CCN(C)C | -11 | 2 | 12 | 0.2 | 29 | 12 | 2 | 4
13 | COc1ccccc1Cn1c(=O)c2ccccc2n2c(SCc3csc(C)n3)nnc12 | -11 | -1 | 25 | -1.3 | 15 | 27 | 2 | 17
14 | COc1ccccc1N1CCN(/N=C\c2ccc(C)o2)CC1 | -52 | -44 | 19 | 3.0 | -39 | 4 | 1 | 3
15 | CN(C)c1ccc(-c2nnc(SCC3CCCO3)n2C)cc1 (centres undefined) | -49 | -44 | -4 | 1.7 | -49 | -3 | -2 | -14
16 | COc1ccc(/C(C)=N/N=C2/NC(=O)CC(C(=O)O)S2)cc1 (centres undefined) | -1 | 2 | 2 | 1.3 | -8 | 5 | -2 | 3
17 | CCOC(=O)c1c(NC(=S)N2CCN(C)CC2)sc2c1CCN(C(=O)OCC)C2 | 12 | 3 | 24 | 7.2 | 44 | 32 | 2 | -1
18 | Cc1ccccc1NC(=O)NC1(C(=O)N2CCN(C)CC2)CCCCC1 | 12 | 4 | -3 | 0.2 | 12 | -13 | 0 | 11
19 | COc1cc(C)c(CN2CCCCC2CO)cc1C (centres undefined) | -4 | 22 | 12 | -0.7 | 23 | 2 | 0 | 5
20 | O=C(CSc1nnnn1C1CC1)N1CCN(c2ccc(O)cc2)CC1 | -7 | 2 | -1 | -1.4 | 7 | -5 | 2 | -13
21 | CCCOc1ccc(N2C(=O)CC(N3CCCC(C(=O)N4CCCC4)C3)C2=O)cc1 (centres undefined) | -6 | 8 | 26 | -1.1 | 14 | 28 | -2 | 18
22 | O=C(Cn1cnc2ccccc21)Nc1ccc(SC(F)F)cc1 | 43 | -22 | 15 | -0.4 | 15 | 12 | 1 | 5
23 | O=C(Cn1nc(Cc2cccnc2)c2ccccc2c1=O)NCc1ccc2c(c1)OCO2 | -12 | -5 | -4 | 1.7 | -2 | -1 | 0 | -10
24 | COc1cc(Cl)ccc1OCc1cc(C(=O)N2C[C@H]3CC[C@H]2C3)no1 | -121 | -128 | 16 | 3.6 | -71 | 19 | -4 | -3
25 | O=C(NCCc1nccs1)C1CCC(=O)N(Cc2cccc(C(F)(F)F)c2)C1 (centres undefined) | -6 | 6 | -15 | 0.0 | 37 | -12 | -2 | -6
26 | COC(=O)[C@@]12CCCCN1[C@H](c1ccc(-c3ccc(F)cc3)c(OC)c1)[C@@H]1C(=O)N(C)C(=O)[C@@H]12 | 26 | 21 | 29 | 2.7 | 18 | 24 | 0 | 26
27 | COc1ccc(NC(=O)Nc2ccc3c(c2)CCC3)cc1 | -79 | -64 | -4 | 4.9 | -16 | -2 | -1 | 1
28 | CC(=O)c1cccc(OCc2cc(C(=O)N3C[C@@H](C)O[C@@H](C)C3)no2)c1 | -35 | -42 | 17 | 5.7 | -30 | 26 | 1 | -2
29 | Cc1ccc(C#CC[N+]2(C)CCCCC2)cc1 | 2 | -3 | 6 | 0.9 | 14 | -6 | 4 | 3
30 | Cc1ccc(NC(=O)C2=CCN(S(=O)(=O)c3ccc(F)cc3)CC2)c(C)c1 | 2 | 2 | 0 | -1.1 | 9 | 15 | -3 | 9
31 | COc1cc(CN2CCN(Cc3cccc(OC)c3OC)CC2)cc(OC)c1 | -4 | 2 | 4 | -0.6 | 28 | 7 | 0 | -5
32 | CC(CCc1ccccc1)NC(=O)CN1CCN(c2ccc(O)cc2)CC1 (centres undefined) | -10 | -42 | 18 | -1.3 | 6 | 0 | 2 | 7
33 | COC(=O)NCC1(C)CC(NC(=O)OC)CC(C)(C)C1 (centres undefined) | -9 | 9 | 4 | -3.0 | 13 | 11 | 2 | 0
34 | O=C(Nn1c(COc2ccccc2)nc2ccccc2c1=O)C(Cl)(Cl)Cl | -13 | -19 | 31 | -1.0 | 16 | 40* | 3 | 28
35 | COC(=O)C1CCCN1C(=O)COc1ccc(Cl)cc1Br (centres undefined) | 4 | 12 | 19 | -1.7 | 13 | 19 | 1 | 18
36 | Cn1c(=O)c2c(ncn2CCC(=O)N/N=C/c2ccccc2)n(C)c1=O | 2 | 11 | 1 | 0.8 | -9 | 13 | 2 | 8
37 | CC(C)OC(=O)/C(=C/c1ccc(Br)cc1)NC(=O)c1ccco1 | -15 | -27 | 49 | 1.6 | 20 | 20 | -1 | 25
38 | Cn1cc(CN2CCc3ccccc3C2)c2ccccc21 | 9 | 31 | 21 | 0.9 | -15 | 9 | 0 | 15
39 | O=C(Nc1ccccc1C(=O)NCCCn1ccnc1)c1ccc(Cl)cc1Cl | -4 | -18 | -13 | -1.0 | -8 | 7 | -1 | 1
40 | CS(=O)(=O)N(CC(=O)NCCSC1CCCCC1)c1ccccc1 | -4 | -5 | 12 | 0.0 | 22 | 5 | 5 | -14
41 | C=CCN1C(=O)C(CC(=O)Nc2ccc(C)cc2)SC1=Nc1c(C)n(C)n(-c2ccccc2)c1=O (centres undefined) | 3 | -7 | -7 | 0.4 | 1 | -1 | 0 | -4
42 | CCCc1nnc(SCC(=O)Nc2ccc(OC)cc2)o1 | 14 | -2 | 0 | 0.9 | 13 | -5 | -5 | -3
43 | C=CCn1cnnc1SCC(=O)N(C1CCCCC1)C1CCS(=O)(=O)C1 (centres undefined) | -1 | 12 | -1 | 0.5 | 1 | 5 | -2 | -4
44 | COc1ccccc1-c1nnc(SCC(=O)Nc2ccc3[nH]c(=O)[nH]c3c2)n1N | 1 | 3 | 6 | 2.4 | 3 | 10 | 0 | -8
45 | CCC1(CC)NC(=S)N(Nc2ccccc2)C1=O | -14 | 4 | -4 | -0.8 | 10 | -12 | -2 | -7
46 | O=C(CCNC(=O)c1ccccc1)NNC(=O)c1ccc(F)cc1 | 2 | 3 | 3 | 1.2 | -12 | -11 | 0 | 7
47 | CCCCC1(CC(=O)OC)C(=O)N(c2ccccc2)N(c2ccccc2)C1=O | -1 | -4 | 21 | 2.5 | 5 | 34 | -1 | 5
48 | CCC(C)n1c(SCC(=O)NCCc2ccc(S(N)(=O)=O)cc2)nc2ccsc2c1=O (centres undefined) | 12 | 19 | 3 | 0.5 | 18 | 8 | -1 | 3
49 | COc1cccc(CN2C(=O)CN(C3CCCCC3)C(=O)C2c2ccc(F)cc2)c1 (centres undefined) | 7 | 5 | 31 | -2.0 | -8 | 35 | -1 | 19
50 | Cc1cccc(CCNC(=O)COc2cc(=O)n(C)c3ccccc23)c1 | -16 | -13 | 10 | 3.1 | 13 | 24 | 2 | -7
51 | O=C(NC1(C(F)(F)F)C(=O)Nc2c1c(=O)[nH]c(=O)n2Cc1ccco1)C1CCCCC1 (centres undefined) | -12 | 19 | 6 | -0.8 | -19 | 7 | -1 | 18
52 | Cc1ccc(N2/C(=N/c3nc(C)cc(C)n3)NC(=O)CC2C(=O)O)cc1 (centres undefined) | 3 | 14 | 1 | 0.8 | 22 | -6 | -3 | 5
53 | Cc1nc(C#N)c(N/N=C/c2c(F)cccc2Cl)o1 | 4 | 6 | 2 | 7.3 | 5 | 11 | -2 | -14
54 | COc1ccc(CCNC(=O)CCc2ccccc2)cc1OC | 6 | -1 | 4 | -0.5 | 37 | -12 | -2 | -12
55 | C/C(CC(=O)Nc1ccc(Cl)c(C(F)(F)F)c1)=N\NC(=O)c1cnccn1 | 11 | -41 | 34 | -0.2 | 8 | 49* | -3 | 17
56 | O=C(CSc1nnc(-c2ccc(Cl)cc2)n1Cc1ccco1)c1cccs1 | -1 | -27 | 11 | 1.1 | -3 | 17 | -3 | 10
57 | O=C(/C=C/c1cccc2ccccc12)N1CCOCC1 | -25 | -19 | 16 | 4.1 | 2 | 17 | 6 | 15
58 | CCCn1c(N)c(C(=O)CN(C)CC(=O)Nc2c(C)cc(C)cc2C)c(=O)[nH]c1=O | -8 | 7 | 16 | -1.9 | -3 | 12 | -1 | 2
59 | COc1cc(/C=C/C(=O)OCC(=O)Nc2ccc(C)c(S(=O)(=O)N3CCCCC3)c2)ccc1O | 9 | 9 | 7 | 0.4 | 19 | -3 | -2 | -1
60 | COC(=O)C1=C(C)N(Cc2ccco2)C(=O)C1 | 5 | 2 | 16 | 1.1 | 3 | -2 | 0 | -3
61 | Cc1cc(OC(C)C)nc(NCc2ccccc2)n1 | 13 | -58 | 15 | -0.1 | 24 | 22 | -3 | 11
62 | Cc1cc(=O)oc2cc(OCC(=O)NCc3cccnc3)ccc12 | -4 | 2 | -8 | -0.8 | -8 | 8 | -1 | 0
